Compound activity (PubChem)
HRas wt GTP bind – human HRas wildtype GTP binding, change in either direction; P01112; GST-Ras wt beads, Bodipy-FL-GTP binding, flow cytometry; actives lie on both sides; GTP binding activity, % at 10 µM; 0.14% of 190,000 active; AID 759;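 active means GTP binding activity at least 20% away from the 100% baseline, either lowered as inhibitor or raised as activator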;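 further: 0% = unlabeled GTP competition control and 100% = no-compound control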
Target sequence (P01112 whole entry, looked up): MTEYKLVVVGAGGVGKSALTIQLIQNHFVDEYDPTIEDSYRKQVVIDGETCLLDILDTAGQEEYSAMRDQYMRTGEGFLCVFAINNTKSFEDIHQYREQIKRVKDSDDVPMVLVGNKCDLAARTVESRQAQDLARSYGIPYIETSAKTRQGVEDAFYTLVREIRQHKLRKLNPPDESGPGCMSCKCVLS
Rac1 act GTP bind – alters GTP binding to activated mutant human Rac1; P63000; GST-Rac1 activated beads, fluorescent GTP binding, flow cytometry; actives lie on both sides; 100% means binding = to untreated wells; percent activity (GTP binding), % at 10 µM; 0.11% of 190,000 active; AID 764;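 active means GTP binding at least 20 percentage points away from the 100% baseline, in either direction, so actives lie on both sides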
Cdc42 wt – human Cdc42 wildtype GTP binding change, either direction | P60953 | percent activity (GTP binding), % at 10 µM | GST-Cdc42 beads, Bodipy-GTP binding, flow cytometry; actives lie on both sides | 0.2% of 190,000 active;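 active means percent activity GTP binding at least 20 points away from the 100% baseline, either down as inhibitor or up as activator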;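 further: median bead fluorescence of bound Bodipy-FL-GTP at 100 nM; 0% = excess unlabeled GTP control and 100% = no compound control; below 100% means less GTP binding so inhibitor and above means activator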
Target sequence (P60953 whole entry, looked up): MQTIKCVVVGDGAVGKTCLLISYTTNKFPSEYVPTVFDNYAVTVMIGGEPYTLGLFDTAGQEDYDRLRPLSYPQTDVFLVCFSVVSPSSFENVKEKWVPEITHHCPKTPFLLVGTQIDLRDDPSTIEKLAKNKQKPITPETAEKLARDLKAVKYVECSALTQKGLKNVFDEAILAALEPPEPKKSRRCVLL
Pf gamet viab – kills late stage P. falciparum gametocytes | AID 743093 | inhibition, % at 10.9 µM | P. falciparum stage V gametocytes, ATP luminescence, 24 h | 0.065% of 150,000 active;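 active means inhibition above the mean plus 3 SD of compounds within the control limits, set per campaign, cut at about 38% in these data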;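 further: 0% = DMSO wells and 100% = medium only without gametocytes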
Avidin fluor – avidin bead compound fluorescence profile. 0.38% of 220,000 active. Avidin beads, compound fluorescence 488/530 nm, flow cytometry; active compounds read high. AID 1775. fluorescence (KMESF) at 10 µM; in the data active means fluorescence above about 47; further: inactives centre near 10
GSH fluor – compound fluoresces at 488/530 nm on GSH beads; GSH beads flow cytometry, compound fluorescence 488/530 nm; active compounds read high; 0.25% of 190,000 active; fluorescence (KMESF) at 10 µM; in the data active means fluorescence above about 89;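 further: glutathione beads carrying GST-tagged Bcl family fusion proteins plus one bare bead set; values are compound well signal with DMSO vehicle wells as background; inactives centre near 16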
Rac1 wt GTP bind – alters GTP binding to wildtype human Rac1; 0.27% of 190,000 active; GTP binding activity (% of control), % at 10 µM; P63000; AID 757; GST-Rac1 beads, fluorescent GTP binding, flow cytometry; actives lie on both sides; 0 = cold GTP competed, 100 = untreated;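 active means GTP binding activity at least 20 points away from the 100% control level, either lower or higher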
Mcl1 Bid PPI – Mcl-1/Bid interaction inhibition; TR-FRET Mcl-1/Bid-Dy647 peptide binding, 1536-well; inhibition, % at 21.7 µM; 0.97% of 220,000 active; AID 1021;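 active means compounds that cut the binding signal by more than half at the single screening dose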;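 further: His-tagged Mcl-1 with europium anti-His antibody binding Bid BH3 peptide; 0% = Mcl-1 plus peptide wells and 100% = peptide-only wells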
Target sequence (Q07820 whole entry, looked up): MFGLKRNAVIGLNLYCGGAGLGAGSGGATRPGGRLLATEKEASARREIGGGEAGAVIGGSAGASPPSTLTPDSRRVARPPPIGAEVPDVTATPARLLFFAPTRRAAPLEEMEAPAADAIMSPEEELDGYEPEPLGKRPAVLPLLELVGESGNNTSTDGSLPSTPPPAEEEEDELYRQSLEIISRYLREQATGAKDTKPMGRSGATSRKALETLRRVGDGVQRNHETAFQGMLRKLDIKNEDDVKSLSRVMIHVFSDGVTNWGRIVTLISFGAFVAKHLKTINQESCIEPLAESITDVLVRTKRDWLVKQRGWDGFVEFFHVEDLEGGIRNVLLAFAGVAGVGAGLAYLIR
Rab7 wt modul – modulators of GTP binding to dog Rab7 wildtype GTPase | GST-Rab7 beads, fluorescent GTP binding, flow cytometry; actives lie on both sides; untreated = 100%, excess cold GTP = 0% | GTP binding activity (percent of control), % at 10 µM | 0.055% of 190,000 active | AID 758;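 active means fluorescent GTP binding to Rab7 beads changed by at least 20 points from the 100% baseline, either direction, mostly lower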;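 further: median green fluorescence of bound Bodipy-FL-GTP per Rab7 bead population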
Rab2 wt GTP – changes GTP binding to wildtype dog Rab2A, up or down | 0.19% of 190,000 active | GTP binding activity, % at 10 µM | P61105 | GST-Rab2 wt beads, Bodipy-GTP binding, flow cytometry;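 active means GTP binding activity at least 20 points away from 100%, either lowered or raised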;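 further: 0% = beads with excess unlabeled GTP and 100% = no-compound control corrected for plate trend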
Mcl1-Noxa inh – Mcl-1/Noxa interaction inhibition | Q07820 | TR-FRET Mcl-1/Noxa peptide binding, 2 h | inhibition, % at 21.7 µM | 1.5% of 220,000 active | AID 1022;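 active means compounds that cut the protein-peptide binding signal by more than 50% relative to plate controls in a single-dose test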;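 further: His-tagged Mcl-1 with rhodamine Noxa BH3 peptide and terbium anti-His antibody; 0% = Mcl-1 plus Noxa peptide wells and 100% = peptide-only wells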
Starred values were filed as active, the others as inactive; nt = no result given. Rows are unselected (roughly 3% active in at least one column).

item	Molecule	HRas wt GTP bind	Rac1 act GTP bind	Cdc42 wt	Pf gamet viab	Avidin fluor	GSH fluor	Rac1 wt GTP bind	Mcl1 Bid PPI	Rab7 wt modul	Rab2 wt GTP	Mcl1-Noxa inh
1	COc1cc(OC)nc(NC(=O)COC(=O)C2CCCCC2)n1	100	96	99	10	12	37	107	-19	103	101	-1
2	O=C(OCC(=O)N(Cc1ccccc1)C1CCS(=O)(=O)C1)c1cc2c(s1)CCCC2 (centres undefined)	98	97	95	-3	14	14	101	-15	101	100	7
3	CC(C)Oc1ccc(C(=O)NC2CCCCC2)cc1	102	100	101	-20	33	27	103	5	101	99	7
4	O=C1Nc2cccnc2Sc2ccccc21	99	100	100	nt	12	23	105	-35	99	101	19
5	O=C(CCN1CCOCC1)NNC(=S)NC(=O)c1ccc(Br)cc1	96	96	99	20	24	13	100	-62	87	97	-22
6	O=C(N/N=C/c1cccn1-c1ccccc1)c1ccncc1	99	97	99	12	7	14	102	-27	106	104	12
7	O=C(O)CCCn1cc(NC(=O)COc2ccccc2[N+](=O)[O-])cn1	98	99	99	6	8	13	101	-16	105	100	4
8	O=C1C2CCCN2C(c2ccccc2)N1c1ccc(Cl)cc1 (centres undefined)	102	99	106	14	36	27	109	0	102	102	16
9	CCOC(=O)c1c(C)[nH]c(C)c1C(=O)COC(=O)c1cccc(C)c1O	105	102	102	5	3	10	104	10	107	101	0
10	Cc1csc(SCC(=O)N2CCCC2)n1	100	99	99	-7	9	12	101	-17	104	100	1
11	N#CCCSCc1ccc(C(=O)O)o1	104	99	104	nt	17	25	104	6	103	104	13
12	COc1ccc(Cl)cc1S(=O)(=O)N1CCN(C)CC1	102	102	104	nt	8	22	111	-29	101	104	-4
13	CCC(C(=O)NCCCc1ccccc1)c1ccccc1 (centres undefined)	98	101	97	2	14	15	96	-6	98	99	4
14	O=C(COC(=O)COc1ccc(Cl)cc1)NC1CCCCC1	98	96	99	nt	35	14	95	-59	99	96	7
15	NNC(=O)c1sc(-c2ccc(Cl)cc2)cc1N	96	94	92	23	20	14	96	-43	97	96	-7
16	COc1ccc(-c2noc(CCC(=O)Nc3cc(Cl)c(OC)cc3OC)n2)cc1	97	94	96	1	7	40	94	-7	97	95	14
17	CCCOC(=S)N/C(=N\S(=O)(=O)c1ccccc1)c1ccccc1	102	101	104	nt	10	31	110	9	102	100	28
18	CCOC(=O)C1=C(C)N(C)C(=S)NC1c1ccc(Cl)cc1 (centres undefined)	99	97	105	-12	17	12	104	-32	96	98	-11
19	CC(=O)Nc1ccc(NC(=S)NC(=O)c2ccc([N+](=O)[O-])c(C)c2)cc1	99	99	98	nt	2	15	103	-36	97	100	26
20	O=C(Nc1ccc2c(c1)OCCO2)c1c(F)cccc1F	101	97	101	nt	19	35	106	4	103	101	-7
21	COC(=O)C1CCN(C(=O)NC2CCCCC2)CC1	94	91	97	-10	12	36	90	-11	91	92	nt
22	O=C(CN1C(=O)c2ccccc2S1(=O)=O)N1CCN(c2ccccc2F)CC1	99	100	102	-21	7	33	103	-10	100	100	14
23	COc1ccc(S(=O)(=O)Nc2cc(OC)c(NC(=O)c3ccco3)cc2OC)cc1	98	99	98	nt	13	7	97	-64	94	99	-3
24	COc1ccc(OC)c(S(=O)(=O)n2ccnc2C)c1	98	96	98	-15	8	35	98	5	97	96	6
25	CNC(=S)N/N=C/c1cn(CCOc2ccc(OC)cc2)c2ccccc12	100	98	105	nt	10	11	106	-65	96	100	-17
26	COC(=O)CSc1nc2c(c(=O)n(C)c(=O)n2C)n1CCCc1ccccc1	95	93	94	nt	9	53	94	-9	98	94	6
27	CCn1c(SCC(=O)N2CCN(c3ccc(F)cc3)CC2)nnc1-c1ccncc1	104	102	102	7	7	24	105	-33	105	105	0
28	O=C(COc1cc(Cl)ccc1Cl)Nc1nnc(CC(=O)N2CCOCC2)s1	70*	86	71*	nt	13	17	87	-13	86	72*	15
29	CCCCCCCn1c2c(c(=N)c3ccccc31)CCC2	101	98	98	nt	17	13	99	-45	108	100	29
30	C/C(CC(=O)NC1CCCC1)=N\NC(=O)C1CCCCC1	91	92	87	8	5	49	91	0	100	92	11
31	CCCOc1ccc(N2CC(C(=O)NC3=NCCS3)CC2=O)cc1 (centres undefined)	100	95	96	-11	13	10	101	5	106	101	1
32	O=c1c2cnn(-c3ccccc3)c2ncn1Cc1ccco1	100	97	106	-8	9	12	105	-11	97	99	21
33	CCC(=O)Nc1ccc(S(=O)(=O)Nc2ncccn2)cc1	104	103	106	nt	4	42	111	-32	103	103	-2
34	CCn1c(SCC(=O)N2CCCCC2C)nc2ccsc2c1=O (centres undefined)	99	99	103	nt	19	21	106	-18	98	102	-14
35	CCC(CC)C(=O)Nc1cccc(/C(C)=N/NC(=O)c2ccccc2Cl)c1	103	98	104	nt	14	12	100	1	102	104	-4
36	COc1ccc(Nc2nc(N)nc(CSc3n[nH]c(-c4ccccc4)n3)n2)cc1	102	102	102	-33	11	7	107	-19	101	100	-13
37	CNC(=O)C(=O)NCCN1CCN(C(=O)c2ccc([N+](=O)[O-])cc2)CC1	100	98	106	-4	8	18	102	91*	107	102	-12
38	CCOc1ccc(CNc2nc3ccccc3n2CCN2CCOCC2)cc1	101	99	101	nt	11	19	104	21	95	100	38
39	O=C(Nc1ccc(NC(=O)c2ccco2)nc1)c1ccccn1	102	97	101	nt	13	8	97	-16	102	100	15
40	CC(=O)n1nc(-c2cccnc2)nc1N	101	99	106	0	38	22	105	0	100	102	14
41	CCN(CC)S(=O)(=O)N1CCC(C(=O)NC2CCCc3ccccc32)CC1 (centres undefined)	97	100	101	nt	32	25	104	-9	98	95	-4
42	COc1ccc(-n2c(=O)cc(N3CCN(c4ccccc4F)CC3)[nH]c2=O)cc1	101	97	101	nt	13	50	105	-26	98	100	3
43	COc1ccc(Nc2nc(Cl)nc(N3CCN(c4ccc(OC)cc4)CC3)n2)cc1	100	98	98	7	11	12	101	-15	100	98	20
44	CCCCOC(=O)C1=C(C)Nc2ncnn2C1c1cccc(OC)c1OC (centres undefined)	93	97	95	11	14	26	97	7	94	95	23
45	Cc1ccc(-n2c(Cc3cccc4ccccc34)n[nH]c2=S)c(C)c1	96	94	96	3	9	13	94	5	92	96	23
46	FC(F)(F)c1cc(-c2cccs2)nc2nc(N3CCOCC3)sc12	102	99	98	nt	28	17	97	-4	101	97	-3
47	O=C1c2ccccc2C(=O)N1CCSC(=S)N1CCOCC1	103	101	104	7	5	23	105	-18	99	101	-3
48	CNC(=O)[C@@H]1C[C@H]1[C@@H](NC(=O)OCc1ccccc1)c1ccccc1	101	96	106	-4	14	18	105	-5	104	100	-13
49	CCN1C2=C(C(=O)CCC2)C(c2ccc(O)cc2)C2=C1CCCC2=O	97	94	99	nt	5	7	96	-29	98	98	16
50	CCOC(=O)C(Sc1cc(C)nc(N)n1)C(C)=O (centres undefined)	101	99	102	nt	6	21	100	-22	97	102	6
51	CCCC(C(=O)NC(C)(C)C)N(CC1CCCO1)C(=O)c1snc(C(N)=O)c1N (centres undefined)	94	97	95	21	15	10	92	6	98	100	8
52	COC(=O)[C@@H]1CCCN1C(=O)CCc1nnc(C2CCCCC2)o1	101	100	98	10	10	12	106	-7	104	98	-2
53	CSc1ccc(CNC(C)(C)CO)cc1	97	98	100	-43	21	9	105	-29	97	97	5
54	O=C(O)CCSc1nnc(COc2cccc3cccnc23)n1-c1ccccc1	96	92	94	-21	10	12	94	-19	94	98	14
55	c1ccc(C(c2ccccc2)N2CCN(Cc3nnnn3C3CCCCC3)CC2)cc1	101	98	99	5	22	17	101	-10	98	99	-4
56	COc1cc2cc(C(c3nnnn3C3CCCC3)N(C)C3CCCCC3)c(=O)[nH]c2cc1OC (centres undefined)	100	97	99	nt	27	20	103	12	98	100	24
57	COc1ccc(Cl)c(N2CCN(CCCNC(=O)Nc3ccc(C)cc3)CC2)c1	102	99	102	-4	6	53	104	4	104	102	75*
58	COc1ccc(NC(=O)c2ccc3nccnc3c2)cc1	101	97	103	nt	8	62	104	-4	98	102	2
59	CCCCCNc1c(C(=O)OCC)c(=O)[nH]c2ccccc12	103	100	105	nt	9	7	106	-7	98	98	9
60	CCN(CC)CCCNC(=O)C1CCN(C(=O)c2cc3sccc3n2Cc2ccc(F)cc2)CC1	101	98	102	13	6	66	100	-32	102	99	8

Continued.
item	Molecule	HRas wt GTP bind	Rac1 act GTP bind	Cdc42 wt	Pf gamet viab	Avidin fluor	GSH fluor	Rac1 wt GTP bind	Mcl1 Bid PPI	Rab7 wt modul	Rab2 wt GTP	Mcl1-Noxa inh
61	O=C(CSc1nnnn1-c1ccccc1)Nc1ncc(Cc2ccccc2Cl)s1	97	98	98	-4	3	10	102	17	98	96	7
62	C=CCC(C(=O)OC)(C(=O)OC)c1ccc([N+](=O)[O-])cc1[N+](=O)[O-]	97	96	95	9	11	14	100	-4	104	97	-7
63	CCC1(C)Cc2c(sc3nnn(CC(=O)Nc4ccc(Cl)cc4)c(=O)c23)CO1 (centres undefined)	98	95	99	nt	34	16	97	-11	97	97	27
64	N#Cc1cccc(NC(=O)CSc2ccccc2)c1	101	100	104	nt	16	25	106	-17	100	103	0
65	COC(=O)c1ccc(NC(=O)Nc2cccc(F)c2)cc1	97	96	96	-34	8	13	97	-42	108	99	7
66	S=C(NCCc1ccccc1)N/N=C/c1ccccc1Cl	93	93	94	nt	20	15	92	-43	92	92	7
67	CC(C)(C)S(=O)(=O)c1cnc2c(-c3ccsc3)cnn2c1N	97	96	94	22	11	10	97	-17	104	98	-1
68	CCCCc1oc2c(c(=O)c1C)C(=O)CC(c1ccccc1)C2 (centres undefined)	97	96	97	nt	4	64	98	-6	97	97	2
69	Cc1nc2ccc(NC(=O)CCS(=O)(=O)c3ccc(Cl)cc3)cc2s1	96	100	97	10	1	8	100	-24	99	95	8
70	CCc1ccc(CN(C)Cc2nc(COc3ccccc3)no2)nc1	95	95	98	33	13	12	99	-24	102	95	0
71	Cc1ccc(S(=O)(=O)Cc2ccc(C(=O)NCc3cccs3)o2)cc1	104	92	101	10	17	5	99	-34	105	104	2
72	Cn1c(O)c(N=NC(=O)c2cc(-c3cccs3)nc3ccccc23)c2ccccc21	97	102	99	13	16	9	102	7	99	97	11
73	O=C(Oc1cccc2cccnc12)c1cccc([N+](=O)[O-])c1	97	94	98	-8	10	15	105	-19	97	98	-10
74	Cc1ccc(C2CC(=O)Nc3c2ccc2ccccc32)cc1[N+](=O)[O-] (centres undefined)	100	99	98	-4	12	3	106	4	98	100	-1
75	COc1cc([C@@H]2C[C@H]3CN(c4ccccc4)C(=O)[C@]34CCCN24)cc(OC)c1OC	97	94	97	3	3	11	96	-31	104	101	-2
